# High-throughput results from PubChem.
# M. tuberculosis GlmU: inhibition of mycobacterial GlmU enzyme – biochemical, glucosamine-1-phosphate acetyltransferase (AID 1376) | Bifunctional protein GlmU (Mycobacterium tuberculosis (strain ATCC 25618 / H37Rv)) | M. tuberculosis GlmU acetyltransferase enzyme assay; higher % means a stronger effect | one-dose inhibition, %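 (tested at 30 µM in the primary screen)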; IC50 in µM for titrated hits | 220,000 tested, 0.25% active; in the data active means inhibition above about 13%;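 further: 0% = complete reaction with vehicle and 100% = reaction without substrate; strong numbers were not always called active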
# Mtb RmlCD inh: M. tuberculosis RmlC/RmlD coupled enzyme inhibitors, primary screen, biochemical, compound mixtures, 384-well, from 1536-well plates | dTDP-4-dehydrorhamnose reductase (Mycobacterium tuberculosis (strain ATCC 25618 / H37Rv)) … | RmlC+RmlD coupled enzyme assay, percent inhibition; primary screen in compound mixtures | inhibition, % at 3.6 µM | 160,000 tested, 0.03% active | AID 1533, 2009; in the data active means inhibition mostly above about 34%, no sharp cut-off; further: some results filed as inactive read as strong as hits
# Target sequence (P9WH09 whole entry, looked up): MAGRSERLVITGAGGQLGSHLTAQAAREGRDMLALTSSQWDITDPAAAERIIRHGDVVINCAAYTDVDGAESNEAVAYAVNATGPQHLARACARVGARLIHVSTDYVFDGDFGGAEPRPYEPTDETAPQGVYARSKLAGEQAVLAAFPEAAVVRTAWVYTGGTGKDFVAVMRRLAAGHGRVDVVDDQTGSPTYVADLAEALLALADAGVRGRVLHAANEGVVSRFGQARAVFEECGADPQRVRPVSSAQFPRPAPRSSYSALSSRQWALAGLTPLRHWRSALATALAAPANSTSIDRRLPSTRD
# Target sequence (P9WH11 whole entry, looked up): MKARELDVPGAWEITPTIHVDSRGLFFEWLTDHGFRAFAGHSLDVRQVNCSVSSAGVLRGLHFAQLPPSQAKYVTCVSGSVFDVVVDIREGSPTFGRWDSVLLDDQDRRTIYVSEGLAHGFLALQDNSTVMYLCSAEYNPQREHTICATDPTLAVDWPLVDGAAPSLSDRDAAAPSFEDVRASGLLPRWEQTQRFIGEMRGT
# * = called active by the depositor; . = not tested or not shown; & = joins results of further samples. An excerpt (hit frequency here may not be typical).
nr	SMILES	M. tuberculosis GlmU	Mtb RmlCD inh
1	O=C(CSc1nnc(-c2ccncc2)n1CC1CCCO1)Nc1ccccc1Cl (stereo unspecified)	-2.2%	-3.7
2	CCOC(=O)C1(Cc2ccc(OC)cc2)CCN(C(=O)C2CCCO2)CC1 (stereo unspecified)	1.4%	.
3	O=C(CCS(=O)(=O)Cc1ccccc1)N1CCN(Cc2ccccc2)CC1	-6.7%	-6.5
4	N/C(=N\OC(=O)C12CC3CC(CC(C3)C1)C2)c1ccncc1	11.8%	88.0
5	CC(=O)c1cccc(NC(=O)CC2SC(N3CCCCC3)=NC2=O)c1 (stereo unspecified)	-4.0%	15.3
6	Cn1nnc2c(C(N)=O)ncn2c1=O	-5.1%	-11.3
7	Nc1n[nH]c(-c2ccccc2[N+](=O)[O-])n1	0.7%	15.8
8	O=C(Cc1ccc(Cl)cc1)Nc1ccc2c(c1)C(=O)NC2=O	-4.9%	-9.2
9	Cn1c(N=Nc2ccc(N3CCOCC3)cc2)[n+](C)c2ccccc21	-3.4%	1.3
10	COc1cccc(Oc2nccc(N(C)C)c2C#N)c1	-2.4%	-9.8
11	Cn1c(=O)[nH]c(=O)c2c1ncn2CCN1CCOCC1	-1.4%	.
12	N#C/C(=C\N1CCOCC1)c1ccccc1	2.0%	8.4
13	CCOc1ccc(N2C(=O)/C(=C/c3ccco3)N(C)C2=S)cc1	-4.9%	.
14	CC(C)CCNC(=O)C(c1ccco1)N(Cc1cccs1)C(=O)Cn1nnc2ccccc21 (stereo unspecified)	1.2%	-9.5
15	CCCCCCCCCSc1n[nH]c(N)n1	-0.9%	2.7
16	COc1ccccc1NC(=O)C1CCCN(c2nc(C)cc(C)n2)C1 (stereo unspecified)	2.5%	.
17	c1coc(-c2nc(-c3ccncc3)no2)c1	-0.5%	.
18	CCn1c(CNC(=O)C(C)(C)C)nc2ccccc21	4.3%	48.9
19	O=c1c2[nH]c3ccc(F)cc3c2ncn1CCC1=CCCCC1	10.5%	-6.2
20	O=c1c2c3n(c(=S)nc2[nH]n1-c1ccccc1)CCCCC3	3.8%	-12.7
21	N#Cc1ccccc1S(=O)(=O)Nc1ccc2c(c1)C(=O)OC2	2.0%	-6.5
22	O=C1CC(/C=C/c2ccc([N+](=O)[O-])cc2)=Nc2ccccc2N1	1.9%	12.2
23	CCC(=O)N1N=C(c2ccccc2)CC1c1ccc([N+](=O)[O-])cc1 (stereo unspecified)	4.9%	8.6
24	O=C(NC1CCCCC1)C(c1ccccn1)N(C(=O)c1csnn1)C1CC1 (stereo unspecified)	-2.4%	7.1
25	O=C(CSc1nnc(COc2ccc(F)cc2)o1)N1c2ccccc2CCc2ccccc21	5.2%	-10.2
26	O=C(O)CCSc1nc2ccccc2c(=O)[nH]1	-0.6%	2.6
27	COc1ccc(NC(=O)COC(=O)[C@@H](NC(=O)c2c(F)cccc2F)C(C)C)cc1	-3.2%	-10.2
28	O=C(Cc1ccc(Br)cc1)N(Cc1ccccc1)c1ccccn1	-3.1%	15.4
29	CC(C)CNC(=S)NC(=O)c1ccc(Cl)cc1Cl	1.3%	11.6
30	CCOc1ccc(/C=N/OCC(=O)NCc2cccs2)cc1	1.9%	3.0
31	O=C(CCc1ccccc1)NN1C(=O)C2C3C=CC(O3)C2C1=O (stereo unspecified)	-3.9%	10.8
32	CCOC(=O)C1CCCN(c2ncnc3c2cnn3-c2cccc(C)c2)C1 (stereo unspecified)	2.2%	-7.3
33	Cc1ccc2nc(N(CCCN(C)C)C(=O)COc3ccc(Cl)cc3)sc2c1	-11.0%	5.4
34	CCCCN1C(=O)NC(=O)C2(Cc3c(nc4ccccn4c3=O)N3CCc4ccccc4C32)C1=O (stereo unspecified)	2.0%	5.0
35	Cc1ccc(C(=O)NNC(=S)Nc2cccc(Cl)c2Cl)cc1[N+](=O)[O-]	4.0%	7.6
36	O=c1oc2c(CN3CCCCC3)c(O)ccc2c2c1CCCC2	-3.3%	11.2
37	Cc1nc2c([N+](=O)[O-])c(C)c(C)cc2[nH]1	-4.1%	-9.8
38	CNC(=O)c1ccccc1NC(=O)c1c(O)c2c([nH]c1=O)CCCC2	5.9%	.
39	CC(C)(C)N(NC(=O)c1ccccc1)C(=O)c1ccc(C(=O)N(NC(=O)c2ccccc2)C(C)(C)C)cc1	0.6%	.
40	Cc1c(C(=O)Nc2ccc(-n3cnnn3)cc2)oc2ccccc12	0.3%	-5.7
41	O=C(NCCC1=CCCCC1)C(=O)NCC1OCCCN1S(=O)(=O)c1ccccc1 (stereo unspecified)	-1.3%	-0.8
42	S=c1[nH]ncn1/N=C/c1cccc(Oc2ccccc2)c1	5.6%	.
43	COc1ccc(-c2[nH]nc3oc(=O)c(CCO)c(C)c23)cc1	3.0%	-9.4
44	CC(C)NC(=O)c1cc2c(s1)CCCC2	-1.4%	.
45	O=C(CN(C(=O)CNC(=O)c1cccs1)c1ccc2c(c1)OCCO2)NC1CCCC1	-3.3%	35.1
46	OC(c1ccccc1)c1cccnc1 (stereo unspecified)	-2.9%	.
47	Cc1ccc(C(=O)CCC(=O)CCC(=O)O)cc1	-6.0%	.
48	CCN1CCN(c2c(C(=O)c3ccc(OC)cc3)cnc3ccccc23)CC1	0.4%	-13.7
49	CC(C)n1nnnc1SCC(=O)NNC(=O)C1CCCCC1	2.7%	9.0
50	Cc1ccc(C(=O)NC(=S)Nc2ccc(-c3cc4ccccc4oc3=O)cc2)c(C)c1	-1.3%	11.9
51	COc1ccc(-n2c(Cn3c(=O)sc4ccccc43)nnc2SCC(N)=O)cc1	1.2%	-3.6
52	Cc1ccnc(NS(=O)(=O)c2ccc(NC(=O)c3ccc(S(=O)(=O)N4CCCC4)cc3)cc2)n1	-2.9%	.
53	CC(C)=CC(=O)NCc1c(Cl)cccc1-n1cccc1	23.8%*	-2.4
54	CC(Oc1ccc(F)cc1)C(=O)/C=C\N(C)C (stereo unspecified)	0.7%	1.4
55	COc1ccc(OC)c(Nc2cc3ccccc3c(=O)[nH]2)c1	4.3%	.
56	CCOC(=O)C(C)(C)Sc1ncnc2nc[nH]c12	2.8%	.
57	CSc1ccc(-c2nnn(Cc3ccc(Br)cc3)n2)cc1	-4.5%	.
58	CCNC(=O)COC(=O)c1[nH]c(C)c(C(=O)OC)c1C	6.6%	1.6
59	COc1cc(OC)cc(C(=O)OCc2ccc([N+](=O)[O-])cc2)c1	6.7%	3.2
60	CC(C)c1nnc(NC(=O)c2cc3cc(Br)ccc3oc2=O)s1	0.6%	6.5

# Random excerpt: five entries already listed
nr	SMILES	M. tuberculosis GlmU	Mtb RmlCD inh
48	CCN1CCN(c2c(C(=O)c3ccc(OC)cc3)cnc3ccccc23)CC1	0.4%	-13.7
59	COc1cc(OC)cc(C(=O)OCc2ccc([N+](=O)[O-])cc2)c1	6.7%	3.2
54	CC(Oc1ccc(F)cc1)C(=O)/C=C\N(C)C (stereo unspecified)	0.7%	1.4
47	Cc1ccc(C(=O)CCC(=O)CCC(=O)O)cc1	-6.0%	.
42	S=c1[nH]ncn1/N=C/c1cccc(Oc2ccccc2)c1	5.6%	.

# Carrying on:
nr	SMILES	M. tuberculosis GlmU	Mtb RmlCD inh
61	O=C1CC(Nc2ccccc2)C(=O)N1CCc1ccccc1 (stereo unspecified)	-1.2%	2.0
62	CCCCOc1ccc2c(c1)C(=O)c1cc(O)ccc1-2	5.9%	.
63	O=C(NCCCc1ccccc1)c1cccc([N+](=O)[O-])c1	1.7%	-9.6
64	C=CCn1c(=O)c(C=Nc2c(OC)cccc2[N+](=O)[O-])c(O)n(CCCC)c1=O	0.5%	.
65	CN1C=CC=C/C1=C1\SC(=S)N(Cc2ccccc2)C1=O	-0.8%	5.3
66	Cc1cccc(N2CCN(C(=O)c3cnn4c(C(F)F)cc(-c5ccccc5)nc34)CC2)c1C	-4.0%	.
67	O=C(NCCN1C(=O)S/C(=C\c2cccnc2)C1=O)c1cccc(OC(F)F)c1	-0.2%	0.5
68	COc1ccc(NC(=O)/C(C#N)=C/c2ccc(Sc3nncn3C)c([N+](=O)[O-])c2)cc1	-5.6%	.
69	CC(=O)c1ccc(NC(=O)COc2ccc3c(c2)OCO3)cc1	-3.1%	-16.0
70	CCOC(=O)c1ccc(S(=O)(=O)NNC(=O)COc2cccc(C)c2)cc1	8.7%	-3.3
71	COC(=O)C(O)(c1ccc(N(C)C(=O)c2ccc(Cl)c(Cl)c2)cc1)C(F)(F)F (stereo unspecified)	-3.2%	-13.6
72	COc1ccc(NC(=O)COc2ccc(C(=O)OCC(=O)N(C(C)C)C(C)C)cc2OC)cc1	-6.6%	11.9
73	COc1cc2c3c(c1)C(C)CC(C)(C)N3C(=O)C2=O (stereo unspecified)	0.2%	.
74	O=C(CSc1ccccc1C(=O)O)NCc1ccco1	1.8%	7.1
75	O=C(c1ccccc1)N1CCN(c2nc3ccc([N+](=O)[O-])cc3s2)CC1	7.6%	19.3
76	COc1ccc(/C=N/Nc2ncnc3c2[nH]c2ccccc23)c(OC)c1OC	-6.0%	5.3
77	COc1ccccc1/C=C(/CC(=O)NCc1ccc2c(c1)OCO2)c1nc2ccccc2s1	0.2%	13.6
78	c1ccc2c(c1)CCN(c1nc3cc4c(cc3s1)OCO4)C2	-2.3%	.
79	CC(C)CCNC(=O)CN(Cc1ccc2c(c1)OCO2)C(=O)Cn1nnc(-c2cccs2)n1	-1.6%	7.4
80	COC(=O)c1ccccc1NC(=S)N1CCC(N2CCCCC2)CC1	-0.1%	-5.5
81	CN(Cc1ccccc1)C(=O)c1ccccc1Br	-4.7%	7.7
82	Cc1ccccc1C(=O)Nc1nc(-c2cccnc2)cs1	1.6%	9.7
83	COc1ccc2cc(Br)ccc2c1CC(=O)NC(C)(C)C	-3.3%	-7.1
84	COc1cc(/C=N/Nc2ccc(C)cc2)cc(Br)c1O	11.1%	-10.3
85	COc1ccc(C2Nc3ccccc3C(=O)N2NC(C)=O)cc1OC (stereo unspecified)	0.7%	-15.1
86	CCOC(=O)C1=C(C)NC(=NC)SC1c1ccccc1 (stereo unspecified)	-1.1%	-8.2
87	Cc1ccccc1OC(C)C(=O)NCc1cccnc1 (stereo unspecified)	-3.4%	8.6
88	COCCCNC(=S)NCCNc1nc2cc(C)cc(C)c2cc1C#N	4.3%	.
89	O=[N+]([O-])c1cc(/C=N/N/C(=N/c2ccccn2)c2ccccn2)ccc1O	-3.8%	-4.1
90	O=C(c1ccc(OC2CCN(CCc3ccccc3)CC2)cc1)N1CCCC(CO)C1 (stereo unspecified)	0.5%	-9.4
91	Cn1cnnc1SCC(=O)NCc1ccccc1	-8.0%	.
92	Cc1ccc2[nH]c(=O)c3cc(C(=O)N(C)c4ccccc4C)sc3c2c1	7.6%	-9.7
93	NNC(=O)C(=O)NCCCN1CCOCC1	-2.8%	-6.3
94	COc1ccc(S(=O)(=O)N(C)c2ccc(C(=O)N3CCC(C(N)=O)CC3)cc2)cc1OC	-3.2%	0.6
95	CCOC(=O)N1CCC(NC(=O)CS(=O)Cc2nc(-c3ccc(OC)c(OC)c3)oc2C)CC1 (stereo unspecified)	9.3%&-0.6%	14.1
96	c1ccc2oc(SCc3nc4ccccc4s3)nc2c1	1.9%	16.3
97	O=C(Cn1cnc2c(nnn2-c2cccc(Cl)c2)c1=O)N1CCOCC1	-5.5%	.
98	Cc1nc2ccc(S(=O)(=O)N(C)CC(=O)N3CCc4ccccc43)cc2s1	10.1%	.
99	O=C(CCCc1cccs1)Nc1ccc2c(c1)OCO2	3.4%	-6.8
100	COc1ccc(C(=O)c2c[nH]c(C(=O)N=CN(C)C)c2)cc1	-2.2%	-11.0
101	Cc1ccc(OCCN2C(=O)c3ccccc3C2=O)cc1	2.7%	.
102	COc1ccc(NC(=O)[C@H](COCc2ccccc2)NC(=O)OC(C)(C)C)cc1	-3.6%	6.1
103	O=C(CNc1ccccc1)N/N=C/c1cc([N+](=O)[O-])ccc1N1CCCC1	-2.9%	.
104	Clc1ccc(CN2CCN(/N=C/c3ccco3)CC2)cc1	-5.4%	15.3
105	O=C(Nc1ccccc1Oc1ccccc1)c1cccc([N+](=O)[O-])c1	3.4%	2.7
106	Cc1ccc(CSCCC(=O)NCCc2ccc(Cl)cc2)cc1	-0.5%	-4.1
107	COc1cc(OC)cc(C(=O)Nc2ccc([N+](=O)[O-])cn2)c1	-2.2%	14.2
108	O=C(COc1ccc(Cl)cc1)NCCN1CCCCC1	-0.5%	15.2
109	O=C(Cn1c(Cc2ccccc2)nc2ccccc21)NCc1ccc2c(c1)OCO2	1.0%	0.1
110	COC(=O)[C@@H](NC(=O)N1CCC(C)CC1)C(C)C	.	-0.5
111	O=C(COC(=O)c1ccc(O)cc1)Nc1cccc(S(=O)(=O)NC2=NCCCCC2)c1	9.0%	7.4
112	O=C(CSc1ccc([N+](=O)[O-])cn1)Nc1ccc(N2CCOCC2)cc1	-1.8%	.
113	Cc1nn(CCc2n[nH]c(=S)n2C)c(C)c1Br	-0.2%	-7.9
114	Cc1ccc(OCC(=O)Nc2ccc(S(=O)(=O)Nc3ccccn3)cc2)c(C)c1	-5.1%	9.2
115	CCN(CC)S(=O)(=O)c1cccc(-c2n[nH]c(=S)n2Cc2ccccc2)c1	-1.0%	-14.9
116	N#Cc1cc2c(ccc3ccccc32)oc1=O	-3.0%	-6.0
117	Cc1ccc(C(=O)NC2CCCCCC2)o1	2.4%	.
118	Cc1ccc(CNC(=O)CNC(=S)N(Cc2ccccc2)Cc2ccccc2F)cc1	-0.6%	35.4
119	CC(=O)Nc1ccc(OCC(O)Cn2c(C)nc3ccccc32)cc1 (stereo unspecified)	-2.8%	11.5
